Screens from PubChem.
CSN deneddyl inh = blocks human CSN-mediated cullin deneddylation | Q92905 | Purified CSN, SCF-Nedd8-OG deneddylation, fluorescence polarization | inhibition, % at 12.5 µM | 360,000 compounds, 0.38% hits | AID 651999;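 active means pattern-corrected inhibition above about 35%, with an unprinted fluorescence ratio check between 0.5 and 1.5, limit read from the data, passing the limit was not always enough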;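 further: 0% = enzyme with substrate and 100% = substrate without enzyme; some results filed as inactive read as strong as hits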
Target sequence (Q92905 whole entry, looked up, one chain of several): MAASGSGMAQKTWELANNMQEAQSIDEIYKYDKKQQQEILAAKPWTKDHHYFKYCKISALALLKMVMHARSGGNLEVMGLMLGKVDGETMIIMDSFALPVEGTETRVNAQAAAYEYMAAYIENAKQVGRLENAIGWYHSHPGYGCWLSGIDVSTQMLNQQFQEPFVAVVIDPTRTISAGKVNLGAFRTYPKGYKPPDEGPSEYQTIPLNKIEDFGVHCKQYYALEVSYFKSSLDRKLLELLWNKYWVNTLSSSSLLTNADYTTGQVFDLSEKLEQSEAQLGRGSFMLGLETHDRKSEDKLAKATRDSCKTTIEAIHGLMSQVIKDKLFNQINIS
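Test system: purified human Csn5 enzyme expressed in HEK293T cells. Amount: 0.24 nM enzyme. Reagent: SCFSkp2-Nedd8OG substrate at 10 nM final. Schedule: 90 min incubation of compound, enzyme and substrate at room temperature. Detection: fluorescence polarization. Read-out: % inhibition of substrate cleavage by Csn5.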
E coli Lon inh = inhibitors of E. coli Lon protease; 360,000 compounds, 0.42% hits; P0A9M0; purified E. coli Lon protease, fluorescence polarization; inhibition, % at 7.94 µM; in the data active means inhibition above about 13%, passing the limit was not always enough;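 further: 0% = enzyme with probe and DMSO and 100% = no enzyme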
Rin1 Abl inh = human Rin1-Abl interaction inhibition | P00519+Q13671 | TR-FRET Rin1/Abl binding, biochemical | inhibition, % at 7.35 µM | 360,000 compounds, 0.4% hits; in the data active means inhibition above about 5%, passing the limit was not always enough
Neddylation inh = inhibitors of human cullin neddylation | TR-FRET cullin neddylation, biochemical | calls only at 25 µM | 360,000 compounds, 0.58% hits; in the data active means inhibition above about 36%
Tb MetRS inh = Trypanosoma brucei MetRS inhibition | 360,000 compounds, 0.4% hits | purified T. brucei MetRS, ATP depletion, Kinase-Glo luminescence | inhibition, % at 11.9 µM;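 active means inhibition above a per-plate cutoff of the control wells' mean inhibition plus 3 SD, cut at about 5.5% in these data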;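 further: 0% = DMSO wells median and 100% = median of wells with control inhibitor compound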
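Measured by: Kinase-Glo luciferase luminescence reporting remaining unconsumed ATP. Material: purified T. brucei MetRS enzyme. Doses: 11.9 µM compound single dose, 0.9% DMSO. Medium: HEPES buffer containing pyrophosphatase, BSA, spermine, DTT. Times: 15 min preincubation, 2 h reaction, all 25 °C. Reagent: methionine, ATP and bulk E. coli tRNA.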
MsrA inh = inhibitors of bovine MsrA. purified bovine MsrA, absorbance read-out. inhibition, % at 15.5 µM. 360,000 compounds, 0.75% hits. AID 651718; in the data active means inhibition above about 4.5%;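 further: 0% = vehicle wells with enzyme and 100% = reference inhibitor wells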
FAS TE block = blocks the thioesterase domain of human fatty acid synthase. P49327. recombinant FAS-TE, OMFH fluorogenic substrate, fluorescence endpoint. inhibition, % at 15 µM. 360,000 compounds, 0.67% hits. AID 602261;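 active means compounds whose normalised, plate-corrected inhibition of enzyme fluorescence in the single-dose primary screen is 50% or more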;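 further: 0% = DMSO with enzyme and 100% = substrate without enzyme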
PABP1 MLLE inh = inhibitors of microRNA-mediated deadenylation, human PABP1 MLLE binding; P11940; inhibition, % at 20 µM; 360,000 compounds, 0.36% hits; GST-MLLE / FITC-PAM2 fluorescence polarization; in the data active means inhibition above about 35%, passing the limit was not always enough;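 further: plate controls were DMSO wells with GST-MLLE for no effect and wells lacking GST-MLLE protein for full effect; some results filed as inactive read as strong as hits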
Target sequence (P11940 whole entry, looked up): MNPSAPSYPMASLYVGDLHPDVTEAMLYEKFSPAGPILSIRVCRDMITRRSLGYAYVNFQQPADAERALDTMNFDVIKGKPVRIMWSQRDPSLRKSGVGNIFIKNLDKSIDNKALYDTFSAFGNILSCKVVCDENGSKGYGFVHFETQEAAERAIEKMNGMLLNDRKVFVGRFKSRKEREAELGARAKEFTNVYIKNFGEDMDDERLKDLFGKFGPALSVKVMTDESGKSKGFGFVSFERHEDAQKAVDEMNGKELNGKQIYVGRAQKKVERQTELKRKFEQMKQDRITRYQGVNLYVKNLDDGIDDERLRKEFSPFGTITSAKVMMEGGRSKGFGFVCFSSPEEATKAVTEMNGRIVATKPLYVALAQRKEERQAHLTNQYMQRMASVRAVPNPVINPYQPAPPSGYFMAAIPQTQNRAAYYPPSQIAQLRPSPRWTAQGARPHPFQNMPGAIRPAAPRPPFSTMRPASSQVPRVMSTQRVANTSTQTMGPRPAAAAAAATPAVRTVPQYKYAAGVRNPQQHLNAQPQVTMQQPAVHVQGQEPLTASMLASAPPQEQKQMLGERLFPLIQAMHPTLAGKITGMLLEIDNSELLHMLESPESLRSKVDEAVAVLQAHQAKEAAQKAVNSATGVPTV
MsrA act = bovine methionine sulfoxide reductase A activation; purified bovine MsrA, absorbance read-out; activation, % at 10.6 µM; 360,000 compounds, 0.3% hits; AID 602163; in the data active means activation above about 7.5%;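 further: 0% = vehicle and 100% = reference activator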
* hit, by the source's call; i = inactive; nt = not tested or not shown; + = active, no number; & = joins results of further samples; ! = a repeat was not active. This is a random part of the collection; any-hit rate near 4%.

SMILES	CSN deneddyl inh	E coli Lon inh	Rin1 Abl inh	Neddylation inh	Tb MetRS inh	MsrA inh	FAS TE block	PABP1 MLLE inh	MsrA act
CN(CC(=O)Nc1ccc(N2CCOCC2)cc1)C(=O)c1cc(S(=O)(=O)N(C)C)ccc1Cl	-6	4	-2	i	-0.3	-0.5	-4	-7	-8
COc1ccccc1OCCCn1c(C)c(C#N)c2ccccc21	2	-3	-2	i	-0.1	-1.2	28	-3	-6
Cc1nc(C)n(CC(O)COc2ccc3cc(Br)ccc3c2)n1 (centres undefined)	-1	2	-11	i	-0.4	-0.5	-3	4	-12
N#CCC(=O)Nc1ccc(C(=O)NCC(c2ccco2)N2CCCCC2)cc1 (centres undefined)	42*	-111	-6	i	-1.6	-0.4	-7	-130	-9
COc1ccc(Br)c(/C=N/NC(=O)COc2ccc(-c3ccccc3)cc2)c1	-5	0	3	i	-1.1	0.9	18	2	-10
COc1ccc(CN(C)CC(=O)Nc2ccccc2C(=O)NC2CC2)cc1F	-3	-4	1	i	0.2	-0.1	0	-4	-2
COC(=O)N/N=C/c1cc(C)n(-c2ccccc2)c1C	0	3	2	i	-1.7	1.3	-7	-13	-9
COc1cc(O)c2c(=O)cc(-c3ccccc3)oc2c1	6	3	-4	i	-0.8	-0.1	16	12	-3
Cc1ccc(C)n1-c1nc(=S)[nH][nH]1	13	-6	3	i	-1.1	-0.1	-9	45*	-5
COc1ccc(C(=O)N/N=C/c2ccc(SC)cc2)cc1	2	4	-4	i	-0.4	5.2*	-3	10	-6
CSC1=N/C(=C\c2ccccc2F)C(=O)S1	4	7	0	i	-0.3	-0.1	-6	9	0
COc1ccc(OCC(CO)N2CCN(c3ccccc3)CC2)cc1 (centres undefined)	3	-2	-1	i	-0.1	0.3	-9	8	-2
O=S(=O)(c1ccc(NC(=S)NCCc2ccccc2)cc1)N1CCOCC1	-17	1	-4	i	-0.2	1.0	3	16	-4
COc1ccc(CNC(=O)c2cc(-c3cccs3)on2)cc1	-2	-7	-1	i	-0.7	-1.2	-1	-7	-13
COc1ccc(NC(=O)CSCC(=O)Nc2ccc(S(=O)(=O)N3CCOCC3)cc2)cc1	-4	-8	-1	i	-0.1	0.0	-4	-10	-1

Single values from above:
COc1ccc(NC(=O)CSCC(=O)Nc2ccc(S(=O)(=O)N3CCOCC3)cc2)cc1 – Tb MetRS inh: -0.1
COc1ccc(CNC(=O)c2cc(-c3cccs3)on2)cc1 – MsrA inh: -1.2

(next part)
SMILES	CSN deneddyl inh	E coli Lon inh	Rin1 Abl inh	Neddylation inh	Tb MetRS inh	MsrA inh	FAS TE block	PABP1 MLLE inh	MsrA act
CCOC(=O)C(Cc1ccccc1)(Cc1ccccc1)C(C)=O	4	2	1	i	-1.3	0.6	15	-10	-1
Cc1cc(C)nc(N/N=C/c2c[nH]c3ccccc23)n1	-3	-2	-1	i	-0.5	2.6	-8	-4	-6
O=C(CSc1ccccc1C(=O)O)NCc1ccco1	2	-7	2	i	-0.7	2.2	-14	-5	-10
CS(=O)(=O)Nc1ccc(C2=NN(S(=O)(=O)c3ccc(F)cc3)C(c3ccco3)C2)cc1 (centres undefined)	13	-5	-2	i	-0.5	1.4	7	-30	-4
Cc1sc2c(c1C)C(=O)/C(=C\Nc1ccncc1)S(=O)(=O)N2C	35*	-5	1	i	-0.4	0.3	3	-1	-2
CC[C@H](C)[C@@H](C(=O)N1CCNCC1)n1cc([C@@H](N)CC(C)C)nn1	-1	5	4	i	0.0	0.2	-12	9	0
COc1ccc(COC(=O)c2cccc(S(=O)(=O)N3CCN(C(C)=O)CC3)c2)cc1	4	-5	0	i	-0.2	-0.2	19	4	-3
Cc1ccc(CNC(=O)[C@@H](NC(=O)C2CCN(C(=O)[C@@H](N)CC(C)C)CC2)C(C)C)cc1	-5	-13	2	i	0.0	-1.5	-2	1	-2
COc1ccc(-c2nc(N)n(C(=O)c3ccccc3Cl)n2)cc1	-3	1	0	i	-0.2	1.4	2	-2	-3
COc1cccc(-c2oc3c(c2C(=O)OCCN2CCCCC2)C(O)CCC3)c1 (centres undefined)	-3	1	nt	i	-0.8	0.8	-5	nt	-1
CSCc1c(C(=O)Nc2ccc(N3CCOCC3)cc2)oc2ccccc12	4	1	-4	i	-0.7	1.1	4	-1	-4
CCc1c(O)nc(SCC(=O)Nc2ccccc2)n(C(C)CC)c1=O (centres undefined)	3	0	0	i	0.9	-1.1	-6	48*	-4
CCOc1ccc(CN2CCN(C(=O)c3cccc4ccccc34)CC2)cc1	-2	4	-3	i	-0.7	0.7	4	-20	-4
O=C(CN1C(=O)S/C(=C\c2cccc(Cl)c2)C1=O)NCCCn1ccnc1	1	-7	-3	i	0.6	1.6	8	17	-2
NC(=O)CCC(NC(=S)Nc1ccccc1)C(=O)O (centres undefined)	-1	-4	-1	i	-0.3	1.5	-8	21	0
O=Cc1ccc2noc(-c3ccc(Cl)cc3)c2c1	21	-10	-2	i	0.4	0.2	11	-5	1
Cn1c(CC(=O)Nc2ccccc2C(F)(F)F)c(Sc2ccccc2)c2ccccc21	6	-4	1	i	0.0	-0.2	12	5	-4
O=C(CNC(=O)c1ccccc1F)N/N=C/c1cc(Br)ccc1OC(=O)/C=C/c1ccco1	3	-14	4	i	-0.4	0.4	38	-21	-3
Cc1ccoc1C(=O)NCCCNC(=O)c1occc1C	-2	-4	-1	i	-0.1	0.2	-4	15	-3
NC(COCc1ccccc1)c1csc(Nc2ncccn2)n1 (centres undefined)	-6	-6	2	i	-0.1	0.1	-6	0	-2
O=CN(c1ccccc1)c1ccc2ccccc2c1	-5	8	0	i	0.0	0.6	3	-4	-3
CCCCSc1nc2c(c(=O)n1CC)SC(C)C2 (centres undefined)	-5	-1	0	i	-0.5	0.2	8	-1	-1
COc1ccc(CCNC(C)C(=O)Nc2ccc(S(N)(=O)=O)cc2)cc1 (centres undefined)	-2	-9	2	i	-0.9	2.5	-2	-5	-3
Cc1csc(NC(=O)CCc2ccc(S(=O)(=O)N3CCOCC3)cc2)n1	-6	-15	3	i	-2.1	0.2	-2	3	-13
CCCC[C@H]1COCCS(=O)(=O)N1Cc1cccc(F)c1	-1	9	-1	i	-0.5	0.6	1	-7	-2
CCCCCNC(=O)Cn1c(=O)c2c(ncn2CC(C)C)n(Cc2ccccc2)c1=O	1	1	3	i	-0.6	-0.5	6	3	-1
CC(=O)Oc1ccc2cc(-c3nc4ccccc4n3C)c(=O)oc2c1	-1	-7	0	i	-0.8	4.1	-6	-11	-13
COc1cnc(-c2cccc(C(F)(F)F)c2)[nH]c1=O	0	-1	2	i	-0.7	-0.6	-5	-7	-8
O=c1c(-c2ccccc2)nc2ccccc2n1C(c1ccccc1)c1nc2ccccc2[nH]1 (centres undefined)	-1	nt	nt	i	-1.0	0.7	nt	nt	nt
CCN(CCCNC(=O)COc1cc(=O)n(CC)c2ccccc12)Cc1ccccc1	1	-7	-7	i	-0.8	-0.1	-10	-6	-1

Printed as active in CSN deneddyl inh, among the entries above:
mol	CSN deneddyl inh	E coli Lon inh	Rin1 Abl inh	Neddylation inh	Tb MetRS inh	MsrA inh	PABP1 MLLE inh	MsrA act
N#CCC(=O)Nc1ccc(C(=O)NCC(c2ccco2)N2CCCCC2)cc1 (centres undefined)	42*	-111	-6	i	-1.6	-0.4	-130	-9
Cc1sc2c(c1C)C(=O)/C(=C\Nc1ccncc1)S(=O)(=O)N2C	35*	-5	1	i	-0.4	0.3	-1	-2

Next part:
SMILES	CSN deneddyl inh	E coli Lon inh	Rin1 Abl inh	Neddylation inh	Tb MetRS inh	MsrA inh	FAS TE block	PABP1 MLLE inh	MsrA act
Cc1cccc(NS(=O)(=O)c2ccc3c(c2)CCC(=O)N3)c1	0&2	4&4	1&3	i	-1.0&-0.5	1.5&-0.4	-8&-2	-5&2	-1&0
Nc1ncnc2nn(C3OC(CO)C(O)C3O)nc12 (centres undefined)	-1	1	-1	i	-0.1	-1.2	-10	2	4
CCn1c(=O)c2sccc2n(Cc2cccc(C)c2)c1=O	2	-1	-5	i	-0.2	-1.3	2	6	-3
Cc1cc(C)c2c(=O)cc(C(F)(F)F)oc2n1	-5	1	3	i	-0.7	-0.6	-6	7	-3
CCC(C)(C)c1ccc(OCCCC[n+]2ccccc2)c(C(C)(C)CC)c1	5	-1	-1	i	-0.6	0.2	8	-4	1
O=C(CO/N=C/c1ccccc1)N1c2ccccc2Oc2ccccc21	6	-4	0	i	-0.5	-1.0	31	-15	1
COc1cc(/C=N/NC(=O)c2ccc(Cl)cc2)ccc1OCC(=O)N1CC(C)OC(C)C1 (centres undefined)	-4	-7	1	i	-0.7	2.1	-7	12	-7
CC1CN(C(=O)CCC(=O)NCc2ccccn2)c2ccccc2O1 (centres undefined)	-3	1	-4	i	-0.1	-0.9	-6	-15	-3
Cc1ccc(S(=O)(=O)NC2CCCC2)cc1C	4	-6	0	i	-0.3	0.3	-5	1	0
NC(=O)c1cc(S(=O)(=O)N2CCN(c3ccc([N+](=O)[O-])cc3)CC2)cs1	-4	-2	-3	i	0.8	7.8*	4	-5	-2
C=C(Br)CN1CCN(CC(=C)Br)CC1	6	-8	1	i	-0.3	0.1	-8	0	7
C=CCn1c(SCC(=O)c2ccc(CNC(C)=O)o2)nc2scc(C3CC3)c2c1=O	22	-1	1	i	-2.2	-0.1	4	-47	-7
Nc1cccc2c(=O)[nH][nH]c(=O)c12	0	-6	1	+	-0.2	1.1	-8	-35	0
OCCN(CCO)c1nc2ccccc2[nH]1	2	-2	-4	i	-0.5	0.1	-4	0	-4
CCN(C1CCCCC1)S(=O)(=O)CCNC(=O)c1ccc2c(c1)OCO2	-3	5	-1	i	-0.5	-0.7	1	17	-1
Cc1nccc(-c2cc(-c3ccc(Cl)cc3Cl)no2)n1	1	2	-2	i	0.2	-0.2	-1	3	-4
CC1CCC2(CC1)NC(=O)N(NC(=O)CCc1c[nH]c3ccccc13)C2=O (centres undefined)	0	-11	-2	i	-0.6	0.8	-4	-2	2
CCN(CC)C(=O)c1csc(Nc2ccc(C)cc2)n1	3	-9	2	i	-0.9	1.0	-5	-12	-1
O=C1C(Cc2ccccc2)Nc2ncnc(N3CCN(c4ccccc4)CC3)c2N1Cc1ccc(Br)cc1 (centres undefined)	-2&5	10&-13	-2&5	i	-0.5&0.8	-0.1	83*!	0&-17	-10&-4
Cc1ccc(NC(=O)CN2CCCCC2)c2c1CC(C)(C)O2	-3	-3	2	i	-0.7	0.0	-5	4	-6
O=C1CCC(C(=O)OCC(=O)C23CC4CC(CC(C4)C2)C3)N1 (centres undefined)	-2	1	-4	i	-1.4	2.2	-9	-1	-10
O=C(NC(=S)NNC(=O)c1ccccc1F)c1cccnc1	-1	-4	1	i	-0.2	2.1	-7	8	4
CCOC(=O)[C@H]1[C@H]2COc3ccc(OC)cc3[C@@H]2N2C(=O)c3ccc(F)cc3NC(=O)[C@@]12C	-4	9	5	i	-0.5	0.3	-5	5	-5
Cc1ccc(-c2nc3ncccc3o2)cc1N	0	-6	3	i	0.4	1.1	-5	3	-4
N#CCc1ccc(NC(=O)c2cc(S(=O)(=O)N3CCOCC3)ccc2Cl)cc1	-3	-6	3	i	-0.2	0.4	-3	-6	-8
CC1(C)Cc2c(sc3c2c(=O)n(-c2ccc(Cl)cc2)c(=O)n3CC(N)=O)CO1	4	-9	2	i	1.6	0.8	-3	-8	-1
COc1ccccc1C(=O)NNC(=S)NC(=O)c1cc(OC)c(OC)c(OC)c1	-6	4	-1	i	-0.5	0.1	-4	15	-10
Cc1nc2ccccc2c2nc(N)nn12	1	-6	0	i	0.1	2.6	-6	2	4
